# uPA surface inh: cell surface uPA generation inhibition; cell surface uPA generation assay, qHTS; Potency, µM (top dose mostly 38.3 µM), without a hit: at the top dose activity change, negative = inhibition, actives largely listed as inhibitors; actives 0.31% (n = 330,000); AID 540303; active = well fitted inhibition curve with a large enough effect; inconclusive = small, poorly fitted or top-dose-only effect; inactive = no such curve, though single readings can be large or run the other way; tested in mouse RAW 264.7 cells; note: % is set by controls: 0 for no effect and ±100 for the full control effect; nearly all actives have a fitted effect of over 55% in size
# p53 reactivation: restores transcriptional activity of mutant p53. H1299 p53-A138V BP100-luciferase reporter, luminescence, 24 h. Potency, µM (highest dose often 92.2 µM), for inactives: top-dose activity change, positive = activation, most hits filed as activators. actives 0.063% (n = 320,000). AID 504706; note: % of control where 0% means no effect; nearly all actives have a fitted effect of over 45% in size
#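 H1299 (p53-null), stable ts p53-A138V + BP100-Luc; 1000 cells/well, Opti-MEM/10% FBS; cpd 4 pt, 1:5; 24 h, 37 deg C, 5% CO2; detection reagent 10 min RT; luminescence.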
# ELG1 genotox: inducers of genotoxicity in HEK293T ELG1-luciferase cells. HEK293T ELG1-luciferase reporter, luminescence, 16 h. AID 504466. Potency, µM (highest dose often 46 µM), without a hit: top-dose activity change, positive = activation, usual class: activators. actives 1.3% (n = 330,000); note: % of control where 0% means no effect; nearly all actives have a fitted effect of over 60% in size
#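 After overnight (16 hr) compound treatment at 37 °C, ELG1-luciferase HEK293T cells were lysed with ONE-Glo; luminescence quantified 30 min later at room temperature.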
# VP16 counter: Gal4-VP16 reporter inhibition counter-screen; actives 3.5% (n = 310,000); Drosophila S2 Gal4-VP16 UAS-luciferase, luminescence, 20 h; Potency, µM (doses to about 53.6 µM), for the others: at the top dose activity, negative = inhibition, actives largely listed as inhibitors;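 note: Gal4-VP16 expression switched on by copper sulfate through the metallothionein promoter; % is set by controls: 0 for no effect and ±100 for the full control effect; nearly all actives have a fitted effect of over 50% in size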
# BRCA1 expr act: BRCA1 expression activation; actives 1.1% (n = 380,000); MCF7-BRCA1-FFLuc reporter, luminescence, 48 h; response scale: scaled: vehicle 0%, 10 µM genistein 100%; Potency, µM (highest dose often 46.1 µM), for inactives: top-dose activation, most hits filed as activators; AID 624202; note: nearly all actives have a fitted effect of over 80% in size; some results filed as inactive show a strong effect at the top dose
#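 Reporter cells (MCF7, BRCA1 promoter-firefly luciferase) received library compounds across a concentration series for 48 h. End-point luminescence was measured and concentration-effect curves derived after normalization.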
# RORgamma inh: inhibitors of mouse ROR gamma transcriptional activity; P51450; Drosophila S2 Gal4-RORgamma UAS-luciferase reporter, 20 h; Potency, µM (doses to about 53.6 µM), inactives show top-dose activity change, negative = inhibition, most hits filed as inhibitors; actives 5.4% (n = 310,000); AID 2551; note: % is set by controls: 0 for no effect and ±100 for the full control effect; nearly all actives have a fitted effect of over 60% in size
# Target sequence (P51450 whole entry, looked up, the tested form may be a part): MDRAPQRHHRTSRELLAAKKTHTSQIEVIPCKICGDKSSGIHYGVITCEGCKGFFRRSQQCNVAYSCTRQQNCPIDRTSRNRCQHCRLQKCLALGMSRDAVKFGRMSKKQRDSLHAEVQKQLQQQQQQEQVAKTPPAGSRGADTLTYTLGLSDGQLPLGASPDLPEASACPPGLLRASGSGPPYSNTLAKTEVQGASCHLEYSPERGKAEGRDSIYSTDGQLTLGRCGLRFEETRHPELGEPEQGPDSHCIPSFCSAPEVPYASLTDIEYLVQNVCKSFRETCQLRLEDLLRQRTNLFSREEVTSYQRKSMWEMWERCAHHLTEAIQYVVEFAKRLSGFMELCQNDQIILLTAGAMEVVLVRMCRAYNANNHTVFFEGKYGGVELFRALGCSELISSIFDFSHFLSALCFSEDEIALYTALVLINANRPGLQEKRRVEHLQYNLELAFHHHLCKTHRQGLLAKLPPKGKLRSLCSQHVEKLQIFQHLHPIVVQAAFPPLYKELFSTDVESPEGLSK
#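 Schneider cells (Drosophila), stable Gal4 DBD–ROR gamma + UAS-luc; 1 hr cmpd preincubation; Cu2+ induction 700 uM final; 20 hr ambient; luminescence.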
# MBNL1 CUG block: blocks human MBNL1 binding to CUG repeat RNA; TR-FRET MBNL1-His/biotin-(CUG)12 binding, 665/545 ratio; AID 2675; Potency, µM (series often up to 57.5 µM), for the others: top-dose activity change, negative = inhibition, most hits filed as inhibitors; actives 0.036% (n = 280,000); active = well fitted inhibition curve with a large enough effect in the signal ratio, with a control signal flat, not every such curve was filed as active; inconclusive = small, poorly fitted or top-dose-only effect, or effect the other way, or a change in a side signal; inactive = no such curve, though single readings can be large or run the other way; the % refers to the signal ratio; note: % is set by controls: 0 for no effect and ±100 for the full control effect
# Target sequence (Q9NR56 whole entry, looked up): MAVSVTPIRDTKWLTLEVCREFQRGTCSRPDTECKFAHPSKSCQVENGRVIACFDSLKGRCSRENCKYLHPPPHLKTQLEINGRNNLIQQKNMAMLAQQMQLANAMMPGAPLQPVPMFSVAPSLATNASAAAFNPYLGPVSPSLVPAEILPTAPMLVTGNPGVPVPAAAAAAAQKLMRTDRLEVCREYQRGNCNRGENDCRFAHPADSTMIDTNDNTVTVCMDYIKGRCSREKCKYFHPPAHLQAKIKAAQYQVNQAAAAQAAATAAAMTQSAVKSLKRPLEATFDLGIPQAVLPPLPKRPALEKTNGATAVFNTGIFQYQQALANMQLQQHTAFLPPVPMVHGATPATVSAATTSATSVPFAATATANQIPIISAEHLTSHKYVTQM
#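 MBNL1-His + Biotin-(CUG)12, cpd titration 92 nM–58 uM; Tb anti-His Ab 0.055 ng/ul, SA-XL665 5 nM (final); 60 min RT; ratiometric 665/545 nm, Ex 340 nm; normalized to buffer and full-complex controls.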
# FLuc counter: firefly luciferase modulation, counter-screen for miR-21 project; purified FLuc, Km substrates, luminescence inhibition; Potency, µM (series often up to 57.5 µM), without a hit: at the top dose activity change, negative = inhibition, usual class: inhibitors; actives 6.9% (n = 360,000); AID 588342;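 note: plate controls were vehicle for no effect and reference inhibitor for full effect; nearly all actives have a fitted effect of over 55% in size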
#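 Biochemical qHTS of compounds, final roughly 60 µM downward over six points, against 10 nM purified firefly luciferase using Km concentrations of substrates (10 uM D-luciferin, 10 uM ATP) in Tris acetate pH 7.5 buffer; luminescence output.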
# Rab9 prom act: Rab9 promoter activation. Huh7 Rab9 promoter-luciferase reporter, luminescence, 24 h. Potency, µM (top dose mostly 9.22 µM), without a hit: top-dose activation, negative = inhibition, hits mostly activators. actives 2.8% (n = 320,000); note: % of control where 0% means no effect; nearly all actives have a fitted effect of over 60% in size
#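 Huh7 reporter line, Rab9 promoter upstream of luciferase. Compound exposure 24 h at 37 °C in reduced-serum medium with 10% FBS. Read-out: luminescence.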
# NPC1 prom act: NPC1 promoter activation; Huh7 NPC1 promoter luciferase reporter, 24 h; Potency, µM (doses to about 9.22 µM), for the others: top-dose activation, most hits filed as activators; actives 2.4% (n = 320,000); AID 485313;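 note: % of control where 0% means no effect; nearly all actives have a fitted effect of over 60% in size; reporter is driven by a mutant NPC1 promoter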
#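 Luminescence from an NPC1 promoter-driven luciferase reporter in stably transfected Huh7 cells was measured after 24 h compound treatment at 37 °C, followed by 10 min ambient incubation with luciferase detection reagent.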
# The depositor's hits bear a star; ? = inconclusive; . = no result given; [ ] = dose if it differs, or a comment. Unless noted, calls come from the whole dose curve; as a rule, active = well fitted curve in the direction sought with a large enough effect; inconclusive = small, poorly fitted or top-dose-only effect, or another doubt; inactive = no such curve, though single readings can be large; an effect the other way counts as inactive or inconclusive. Potency is the fitted concentration of half-maximal effect.
# Each structure is followed by: uPA surface inh, p53 reactivation, ELG1 genotox, VP16 counter, BRCA1 expr act, RORgamma inh, MBNL1 CUG block, FLuc counter, Rab9 prom act, NPC1 prom act
> Cc1cccc(NC(=S)N(CCN2CCOCC2)Cc2cc3cc4c(cc3[nH]c2=O)OCCO4)c1
    ?, -5%, -4%, -9%, -32%, 43%, -14%, -2%, -13%, -2%
> CCn1c(SCC(=O)Nc2ccc(OC)cc2)nc2c1c(=O)n(C)c(=O)n2C
    -5%, -1%, 0%, 5%, -26%, 3%, -2%, -1%, 8%, 0%
> CCC(C)[C@H](NC(=O)N1CCn2c1nc1ccccc12)C(=O)NCCc1ccccc1 (stereo partly specified)
    6%, 8%, 2%, 8%, 4%, ?, 4%, 6%, 1%, -1%
> O=[N+]([O-])c1ccc(/C=[N+](\[O-])[C@@H]2CCCC[C@@H]2/[N+]([O-])=C/c2ccc([N+](=O)[O-])o2)o1
    -4%, -12%, 18%, ?, -93%, -72%, ?, 3%, -3%, 3%
> CC(C)c1nnc(NC(=O)Cc2ccccc2[N+](=O)[O-])s1
    2%, 8%, 6%, -6%, 19%, 12%, 2%, -1%, 1%, 0%
> CCOC(=O)CN(C(=O)Cn1nnc2ccccc21)C(C(=O)NCCOC)c1ccccc1C (stereo unspecified)
    -11%, -1%, 18%, 1%, 0%, 0%, -10%, -2%, 7%, 1%
> O=C(NC1CCCCC1)c1ccc(Br)o1
    5%, 3%, -3%, -2%, 0%, 12%, 5%, 0%, 1%, 1%
> Cc1oc2cc(O)cc(C)c2c(=O)c1-c1cnn(-c2ccccc2)c1
    1%, -17%, -19%, -7%, -49%, -10%, -8%, -2%, -7%, -5%
> COc1ccc(C)cc1Nc1nc(C)nc2sc(C)cc12
    4%, -3%, -9%, -20%, -40%, -25%, -7%, -11%, -18%, -26%
> O=C(CSc1nnc(C2CC2)n1CC1CCCO1)Nc1ccc(Cl)cc1 (stereo unspecified)
    -1%, 14%, 5%, 4%, 35%, 26%, -4%, -9%, 0%, -5%
> COc1ccc(NS(=O)(=O)c2ccc(C(=O)N3CCN(Cc4ccccc4)CC3)cc2)cc1
    -29%, -5%, -2%, ?, -32%, ?, -3%, 3%, -9%, -10%
> COC(=O)c1cccc(NC(=O)CN2C(=O)c3ccccc3C2=O)c1
    0%, ., 0%, 11%, 6%, 2%, 5%, -2%, 0%, -1%
> COc1ccc(S(=O)(=O)N2CCN(c3c(C)cccc3C)CC2)cc1OC
    -1%, -4%, -8%, ?, -3%, -26%, -22%, 1%, -1%, -1%
> CCCn1c(SCC(=O)N2c3ccccc3Sc3ccccc32)nc2ccccc21
    2%, 1%, -6%, ?, -7%, ?, ., 0%, -2%, -4%
> O=C(CSc1nnc(-c2ccccc2Cl)o1)Oc1ccc(Br)cc1
    -5%, -4%, 6%, -14%, -22%, -52%, ?, ?, -3%, 1%
> COc1ccc(-c2c(C(C)=O)c(C)nc3sc4c(c23)NC(c2ccccc2)NC4=O)cc1 (stereo unspecified)
    2%, 0%, -2%, 12%, -16%, -31%, 11%, 0%, -10%, -1%
> CCCC(=O)N1CCN(c2ccc(NC(=O)c3ccc([N+](=O)[O-])o3)cc2Cl)CC1
    -12%, -11%, -10%, ?, -74%[inhibitor], 20µM*, ., 4%, -3%, -17%
> CN(Cc1ccccc1)C(=O)CN1C(=O)NC2(CCCC2)C1=O
    -2%, 15%, 3%, ., 5%, ., ., 4%, -1%, -2%
> O=C(Nc1ccc2nc(-c3ccccc3)[nH]c2c1)c1cccs1
    -17%, 5%, ?, 1%, 7.1µM*, ?, -5%, 5.4µM*, ?, 20%
> O=C(NCc1ccc2c(c1)OCO2)c1c[nH]c2ccc(S(=O)(=O)N3CCOCC3)cc2c1=O
    ., 7%, -3%, -1%, -10%, 0%, 10%, -6%, -3%, 2%
> CCOc1ccccc1NC(=O)c1ccccc1NS(C)(=O)=O
    9%, 3%, -4%, 4%, -29%, -8%, -6%, 4%, -5%, -3%
> O=C(Cc1ncc(C(F)(F)F)cc1Cl)NNc1cccc(F)n1
    -1%, 1%, -1%, 2%, -15%, -17%, -3%, 0%, 1%[1.84 µM], -9%
> Cc1nc(C)c(Cc2ccccc2Cl)c(=O)[nH]1
    0%, -2%, -1%, -13%, -25%, 9%, -13%, 5%, 3%, 0%
> N#C/C(=C(/O)CSc1nnc(Cc2cccs2)n1C1CCCCC1)c1nc2ccccc2[nH]1
    10%, 11%, -9%, 0%, -57%, -23%, 2%, -8%, 6%, 9%
> O=C(CSc1nccn1-c1ccccc1)c1ccc(Cl)cc1
    -1%, -1%, 4%, -8%, ?, ?, -2%, ?, 16%, 18%
> Cn1c(SCc2nc3ccccc3n2CCO)nc2ccccc21
    -1%, 7%, -6%, 0%, 16%, ?, -12%, ?, 3%, 1%
> CC(=O)c1cc(CN2C(=O)CCC2=O)cs1
    0%, -2%, -3%, 11%, 8%, -11%, -1%, 2%, 2%, -3%
> COc1ccc(-c2cc(C(=O)Oc3ccc([N+](=O)[O-])cc3)c3ccccc3n2)cc1
    -10%, 9%, 13%, ?, 32%, ?, 16%, 5.4µM*, 22%, 15%
> Cc1ccc(S(=O)(=O)N(C)c2ccc(C(=O)Nc3ccc(C)cn3)cc2)cc1
    3%, -2%, -7%, ., -25%, ., ., ?, -9%, 1%
> CCOc1ccc(NC(=O)Nc2cccc(C)n2)cc1
    -4%, 5%, 16%, -3%, ?, -23%, -5%, ?, 2.5µM*, 3.5µM*
> CCC(C(=O)NCC1CCCO1)N(C(=O)CNS(=O)(=O)c1ccccc1)c1ccc(F)cc1 (stereo unspecified)
    -8%, -4%, -1%, 6%, 3%, -28%, -5%, 0%, -7%, -6%
> CCOC(=O)c1cnc(SC2CC(=O)N(c3ccc(OC)c(OC)c3)C2=O)nc1N (stereo unspecified)
    ., -3%, 3%, 3%[0.365 µM], 6%, ?, -5%, -1%, -2%, -1%
> CS(=O)(=O)N1CCN(c2ccccc2NC(=O)CSc2ccc(Cl)cc2)CC1
    7%, -6%, -16%, 0%, -37%, 16%, -11%, -30%, -6%, 2%
> CCC(Oc1ccccc1)C(=O)Nc1cc(C(F)(F)F)ccc1N1CCOCC1 (stereo unspecified)
    -15%, -2%, 1%, ., -28%, ., ., 4%, 7%, 0%
> COc1cc(/C=C/C(=O)OCC(=O)N2CCC(C)CC2)ccc1OCC#N
    -9%, 0%, 0%, ., 1%, ., ., 2%, -1%, -2%
> NC(=O)CC(NC(=O)c1ccc(Br)cc1)c1ccc(NCCc2ccc(F)cc2)c([N+](=O)[O-])c1 (stereo unspecified)
    8%, -6%, 5%, ?, 0%, -40%, 8%, 1%, -4%, -2%
> CC1Cc2cc(/C(O)=C3/C(=O)C(=O)N(CCCN4CCOCC4)C3c3ccc(C(C)C)cc3)ccc2O1 (stereo unspecified)
    0%, -7%, 1%, 0%, 0%, 16%, 9%, 1%, -5%, -2%
> C=CCN1C(=O)c2ccc(C(=O)N3CCN(S(=O)(=O)c4cccc([N+](=O)[O-])c4)CC3)cc2C1=O
    10%, -1%, 1%, ., -9%, ., ., 7%, 2%, 3%
> Clc1cccc(-c2nn3c(COc4ccccc4)nnc3s2)c1
    ., 2%, -3%, 0%, ., -2%, -5%, -3%, 1%, 0%
> Cc1cc(CN(C)C(=O)CC2C(=O)NCCN2Cc2c(F)cccc2Cl)n[nH]1 (stereo unspecified)
    -2%, 0%, 3%, 7%, -1%, 2%, -2%, -2%, 2%, -3%
> CCN(CC)CCNC(=O)CCc1nn(C)c(=O)c2ccccc12
    1%, 0%, -3%, -13%, -17%, -11%, 5%, 3%, 3%, -1%
> CSc1nc2c(c(=O)[nH]c(=O)n2C)n1Cc1ccc(Cl)cc1
    -3%, -8%, ?, 14%, 0%, 17%, 1%, ?, -1%, -1%

# As a short view, some entries already given.
# Each structure is followed by: uPA surface inh, p53 reactivation, ELG1 genotox, VP16 counter, BRCA1 expr act, RORgamma inh, MBNL1 CUG block, FLuc counter, Rab9 prom act, NPC1 prom act
> CCC(C(=O)NCC1CCCO1)N(C(=O)CNS(=O)(=O)c1ccccc1)c1ccc(F)cc1 (stereo unspecified)
    -8%, -4%, -1%, 6%, 3%, -28%, -5%, 0%, -7%, -6%
> CCOC(=O)c1cnc(SC2CC(=O)N(c3ccc(OC)c(OC)c3)C2=O)nc1N (stereo unspecified)
    ., -3%, 3%, 3%[0.365 µM], 6%, ?, -5%, -1%, -2%, -1%
> CS(=O)(=O)N1CCN(c2ccccc2NC(=O)CSc2ccc(Cl)cc2)CC1
    7%, -6%, -16%, 0%, -37%, 16%, -11%, -30%, -6%, 2%
> CCC(Oc1ccccc1)C(=O)Nc1cc(C(F)(F)F)ccc1N1CCOCC1 (stereo unspecified)
    -15%, -2%, 1%, ., -28%, ., ., 4%, 7%, 0%
> COc1cc(/C=C/C(=O)OCC(=O)N2CCC(C)CC2)ccc1OCC#N
    -9%, 0%, 0%, ., 1%, ., ., 2%, -1%, -2%
> NC(=O)CC(NC(=O)c1ccc(Br)cc1)c1ccc(NCCc2ccc(F)cc2)c([N+](=O)[O-])c1 (stereo unspecified)
    8%, -6%, 5%, ?, 0%, -40%, 8%, 1%, -4%, -2%
> CC1Cc2cc(/C(O)=C3/C(=O)C(=O)N(CCCN4CCOCC4)C3c3ccc(C(C)C)cc3)ccc2O1 (stereo unspecified)
    0%, -7%, 1%, 0%, 0%, 16%, 9%, 1%, -5%, -2%
> C=CCN1C(=O)c2ccc(C(=O)N3CCN(S(=O)(=O)c4cccc([N+](=O)[O-])c4)CC3)cc2C1=O
    10%, -1%, 1%, ., -9%, ., ., 7%, 2%, 3%
